# Compound activity: PubChem, several laboratories
# LEDGF integ inh: blockers of LEDGF/p75-dependent integrase strand transfer – biochemical, TR-FRET, high throughput, primary screen; HIV-1 integrase (with human LEDGF/p75); TR-FRET IN-LEDGF/p75 DNA integration, Eu/Cy5; inhibition, % at 3.7 µM; actives 0.64% (n = 370,000); AID 743269, 2014;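 active = inhibition above the screen-wide mean plus 3 SD, cut at about 13% in these data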;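 also: signal is the Cy5 over europium emission ratio at 671 and 618 nm; 0% = plate median of compound wells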
# TDP2 absorb: human TDP2 enzyme inhibitors, primary screen, biochemical, epi absorbance, recombinant enzyme; Tyrosyl-DNA phosphodiesterase 2 (Homo sapiens), O95551; T5PNP hydrolysis, p-nitrophenol absorbance 415 nm; inhibition, % at 12.8 µM; actives 0.34% (n = 370,000); AID 720702, 2013;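 active = inhibition above the mean of all tested compounds plus 3 SD, set per campaign, cut at about 25% in these data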;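 also: 0% = DMSO with enzyme and 100% = buffer with substrate but no TDP2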
#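 Assay system: Recombinant human TDP2 | Quantity: 120 nM TDP2 per well | Incubation: 2 h at 37 °C | Signal: Epi absorbance | Evaluation: Percent inhibition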
# SIAE inh: human SIAE inhibitors, primary screen, biochemical, fluorescence polarization, FP-Rh probe, 1536-well HTS. SIAE FP-Rh probe binding. Sialate O-acetylesterase (Homo sapiens), Q9HAT2. actives 0.69% (n = 370,000). inhibition, % at 9.66 µM;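 active = inhibition above a cutoff: mean of compounds within the control limits plus 3 SD of those, cut at about 17% in these data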;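 also: 0% = plate median of compound wells and 100% = probe without SIAE protein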
# Target sequence (Q9HAT2 whole entry, looked up): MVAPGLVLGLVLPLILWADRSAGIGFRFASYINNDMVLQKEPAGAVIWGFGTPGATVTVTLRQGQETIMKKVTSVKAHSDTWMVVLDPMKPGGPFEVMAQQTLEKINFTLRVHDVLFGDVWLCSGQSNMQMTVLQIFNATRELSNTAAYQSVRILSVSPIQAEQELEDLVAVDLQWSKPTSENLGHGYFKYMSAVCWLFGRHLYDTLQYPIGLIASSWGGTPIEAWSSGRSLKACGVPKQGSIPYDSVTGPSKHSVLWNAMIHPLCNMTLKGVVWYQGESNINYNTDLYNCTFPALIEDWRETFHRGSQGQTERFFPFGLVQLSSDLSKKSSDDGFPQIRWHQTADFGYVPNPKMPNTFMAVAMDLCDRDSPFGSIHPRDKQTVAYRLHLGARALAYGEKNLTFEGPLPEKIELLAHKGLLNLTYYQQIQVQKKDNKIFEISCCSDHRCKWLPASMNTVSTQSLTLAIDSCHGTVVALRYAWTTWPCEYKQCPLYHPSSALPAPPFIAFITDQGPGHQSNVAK
# MBD2 inh: inhibitors of MBD2 binding to methylated DNA, primary screen, biochemical, TR-FRET, DNA-binding domain, human; MBD2 binding to methylated oligonucleotide; inhibition, % at 4.4 µM; actives 0.31% (n = 370,000); AID 686964, 2013; in the data active = inhibition above about 13%
# Target sequence (Q9UBB5 whole entry, looked up, the tested form may be a part): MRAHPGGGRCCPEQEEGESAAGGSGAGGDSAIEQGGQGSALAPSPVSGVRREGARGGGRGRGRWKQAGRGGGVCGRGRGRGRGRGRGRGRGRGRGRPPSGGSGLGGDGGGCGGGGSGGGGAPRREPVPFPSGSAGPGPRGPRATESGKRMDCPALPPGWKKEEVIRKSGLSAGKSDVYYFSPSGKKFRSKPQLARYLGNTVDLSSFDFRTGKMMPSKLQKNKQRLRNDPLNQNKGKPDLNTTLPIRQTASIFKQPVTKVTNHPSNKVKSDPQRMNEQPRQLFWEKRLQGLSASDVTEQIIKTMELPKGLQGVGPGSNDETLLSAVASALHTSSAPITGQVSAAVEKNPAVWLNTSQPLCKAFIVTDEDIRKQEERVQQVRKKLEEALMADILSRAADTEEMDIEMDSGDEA
# rCAG binder: binders of r(CAG) RNA repeats, primary screen, biochemical, fluorescence. r(CAG) RNA repeat, TO-PRO-1 dye displacement fluorescence. inhibition, % at 3 µM. actives 1.3% (n = 370,000). AID 651821, 2012;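 active = inhibition above the plate cutoff, the mean of all test compounds on that plate plus 3 SD, cut at about 35% in these data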;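 also: 0% = DMSO alone and 100% = 100 µM mitoxantrone as full dye displacement; higher means more dye released from RNA so lower well fluorescence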
# mABHD4 FP: ABHD4 inhibitors, primary screen, biochemical, fluorescence polarization, mouse. purified mABHD4, FP-Rh probe fluorescence polarization. actives 0.54% (n = 370,000). (Lyso)-N-acylphosphatidylethanolamine lipase (Mus musculus), Q8VD66. AID 720543, 2013. inhibition, % at 8.92 µM;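 active = inhibition exceeding the mean over every tested compound plus 3 SD, cut at about 30% in these data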;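 also: 0% = plate median of compound wells and 100% = S159A mutant with DMSO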
#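 Test system: mouse ABHD4 enzyme, wild type. Reagent: FP-Rh fluorescent activity-based probe, added after compound pre-incubation. Timing: pre-incubation 45 min, probe exposure 60 min, at 25 °C. Technique: FP readout, ex 525 nm / em 598 nm. Benchmarks: high control S159A mutant with DMSO, low control median of compound wells.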
# NPR2 activator: human GC-B receptor activators, primary screen, HEK293 GC-B cells, cGMP TR-FRET, EC30 CNP | actives 0.11% (n = 370,000) | 0% at EC30 CNP, 100% saturating CNP | activation, % at 10 µM;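 active = activation at 10 µM reaching about 35% in either raw or pattern-adjusted values, limit read from the data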
# HTRA1 inh: HTRA1 serine protease inhibitors, primary screen, biochemical, fluorescence polarization, HTS; inhibition, % at 5.96 µM; recombinant HTRA1, FP-rhodamine activity-based probe; actives 0.5% (n = 340,000); in the data active = inhibition above about 36%;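 also: 0% = enzyme with DMSO and 100% = wells lacking enzyme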
# TCR-CD3 inh: inhibitors of human TCR-CD3 interaction, primary screen, biochemical, fluorescence, TAMRA-labeled TCR probe; T-cell receptor (TCR); inhibition, % at 9.4 µM; actives 0.37% (n = 360,000); AID 651800, 2012; in the data active = inhibition above about 19%;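 also: recombinant mutant TCR 2C K166C tagged with TAMRA read by polarization; 0% = receptor in buffer alone and 100% = receptor with positive control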
# PRMT1 FP inh: PRMT1 methyltransferase inhibitors, primary screen, biochemical, fluorescence polarization. AID 652257, 2013. inhibition, % at 2.79 µM. actives 1.3% (n = 370,000). recombinant PRMT1, activity-based probe fluorescence polarization. Protein arginine N-methyltransferase 1 (Homo sapiens), Q99873;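 active = inhibition above about 21% made by adding two undisclosed values, limit read from the data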
# * hit, by the source's call; · = no result given. Not all compounds are listed; count on the stated rates, not on these rows.
SMILES,LEDGF integ inh,TDP2 absorb,SIAE inh,MBD2 inh,rCAG binder,mABHD4 FP,NPR2 activator,HTRA1 inh,TCR-CD3 inh,PRMT1 FP inh
O=C1CC(C2CCCO2)C(=O)N1c1cccc(Cl)c1 (stereo unspecified),1,-1,1,0,1,-2,5,4,-10,0
CCOc1ccc2[nH]c(=O)c(CN(Cc3cccs3)Cc3nnnn3C(C)(C)C)cc2c1,-1,0,0,-1,1,0,-1,-3,-3,2
CCN1CCN(/C=N/c2nc3c(s2)CCCC3)CC1,-3,5,5,-5,-5,-16,·,-7,7,-1
Cc1ccc(S(=O)(=O)N(C)C)cc1NC(=O)C(C)N(C)CCOc1ccc(Cl)cc1 (stereo unspecified),5,-20,-7,0,-2,-18,5,-20,-3,5
CC(NCC(=O)Nc1ccccc1C(=O)NC1CC1)c1ccc(Cl)cc1 (stereo unspecified),1,2,-3,4,4,0,1,-2,0,-2
O=C(Cn1nc(-c2ccccc2)ccc1=O)Nc1ccc(-n2cnnn2)cc1,2,11,-5,0,2,0,-8,-1,8,-2
N=c1ncn(CC(O)CN2CCOCC2)c2nc(N3CCOCC3)[nH]c12 (stereo unspecified),0,-8,13,-3,0,-4,2,2,2,-3
Cc1c(C#N)c2ccccc2n1CC(=O)NCCc1c[nH]c2ccccc12,-4,-2,3,3,4,1,-11,-1,-3,-1
CC(OC(=O)c1ccccc1)C(=O)NCCC1=CCCCC1 (stereo unspecified),2,-6,3,-4,-3,2,5,8,0,-3
Cc1c(C(=O)Nc2ccccn2)oc2c(Cl)cccc12,-4,1,-3,2,4,-2,-7,-16,-3,-1
CCOc1ccc(C(=O)NCCc2ccccc2)cc1,1,9,-5,4,-6,4,-1,0,1,2
CCc1ccc(N=C2NC(=O)/C(=C/c3cc(Br)c(OCC(=O)O)c(OC)c3)S2)cc1,0,-7,-24,9,57*,-12,3,-11,4,-3
NS(=O)(=O)c1ccc(NC(=O)/C=C/c2ccc3c(c2)OCO3)cc1,0,6,1,0,4,-10,3,-13,9,-2
CCCCN1C(=O)N2Cc3ccccc3C2CS1(=O)=O (stereo unspecified),8,-5,-4,0,-2,-5,-1,·,·,0
Cc1cccc(OCC(=O)Nc2ccccc2C(=O)N2CCOCC2)c1,0,11,-1,9,1,3,2,2,-5,5
COC(=O)c1ccc(NC(=O)C2C3C=CC(O3)C2C(=O)O)cc1 (stereo unspecified),0,10,0,1,3,2,-2,0,4,9
COc1cc(C)ccc1OCC(=O)OCC(=O)c1cc(C)n(CC2CCCO2)c1C (stereo unspecified),-2,-3,6,-3,0,3,-1,3,-3,-2
COc1cccc(C(=O)NCc2ccco2)c1OC,-3,-13,-1,-1,-1,3,6,6,-5,4
O=C(Nc1ccc(S(=O)(=O)N2CCOCC2)cc1)C1CCCCC1,-2,-3,-4,-1,-3,6,1,-4,5,0
COc1cc(C2C(C(C)=O)=C(O)C(=O)N2CCN(C)C)ccc1O (stereo unspecified),-5,-5,1,5,2,-4,1,0,-5,8
NNC(=O)c1cccc(S(=O)(=O)Nc2cc(Cl)ccc2Cl)c1,3,0,2,-8,64*,8,6,-44,8,-1
CCC(C)(C)NC(=O)C(c1cccn1C)N(Cc1ccc(C)cc1)C(=O)Cn1nnc2ccccc21 (stereo unspecified),-3,-3,-1,10,0,6,-27,-1,2,-1
CCn1cc(CN2CCCC(C(=O)c3ccc(-c4ccccc4)c(F)c3)C2)cn1 (stereo unspecified),3,5,-1,0,-7,2,-6,-4,8,-2
Nc1ccn([C@@H]2O[C@H](C(=O)N[C@H](Cc3ccccc3)C(=O)N3CCN(C(=O)N4CCCCC4)CC3)[C@@H](O)[C@H]2O)c(=O)n1,4,3,23*,2,2,4,-4,·,-3,-3
COc1cccc2c1C(=O)c1c(O)c3c(c(O)c1C2=O)C[C@@](O)(C(=O)CO)C[C@@H]3OC1CC(N)C(O)C(C)O1 (stereo partly specified),4,5,54*,112*,10,75*,-14,73*,125*,141*
SMILES,LEDGF integ inh,TDP2 absorb,SIAE inh,MBD2 inh,rCAG binder,mABHD4 FP,NPR2 activator,HTRA1 inh,TCR-CD3 inh,PRMT1 FP inh
COc1ccc(CNC(=O)CCCNC(=O)c2ccc(Cl)cc2)cc1OC,-5,33*,-1,1,-1,-3,5,5,-6,7
O=C(COc1ccc(Br)cc1)N(CCO)CCO,0,6,1,-7,0,2,0,0,2,-1
COc1ccccc1N=CC1=C(O)CC(c2ccccc2)CC1=O (stereo unspecified),0,-5,-4,-2,-1,3,-4,0,6,-1
CN(C)CCCNS(=O)(=O)c1ccc(NC2CCCCCC2)c([N+](=O)[O-])c1,7,-17,-2,-11,10,-7,-5,-18,1,-9
c1ccc(OCCn2c(-c3ccco3)nc3ccccc32)cc1,0,1,2,-1,3,-5,-2,-19,-1,11
CCc1cc(C(=O)Nc2nc(-c3ccccn3)cs2)sc1C,10,-10,-12,-3,9,-4,1,37*,2,-2
COc1cccc(NC(=O)CN(c2cccc(C(F)(F)F)c2)S(C)(=O)=O)c1,2,-4,3,-1,0,-9,-11,-13,1,-1
Cc1cc(N/C=C2\CCCCC2=O)no1,0,-7,-4,0,1,6,1,3,-2,0
O=C(CSc1nnc(SCc2ccccc2)s1)N/N=C/c1c[nH]c2ccccc12,-1,-2,1,1,6,6,-3,-4,-3,3
Cc1ccc(-c2nc(CSCC(=O)NCc3cccnc3)c(C)o2)cc1,1,0,0,2,-5,3,3,3,4,1
Cc1[nH]c2ccccc2c1C(=O)CSc1ccccc1,0,-8,-2,0,5,-15,-3,-22,7,-2
Cc1ccc2nc(NC(=O)CC3Oc4ccccc4NC3=O)sc2c1 (stereo unspecified),-8,-12,-3,3,4,6,-6,1,-4,0
CCOC(=O)c1[nH]c(C)c(C)c1C,0,5,7,6,-3,1,7,7,-7,-1
Cc1cccc(Nc2c3c(nc4ncnn24)CCC3)c1,3,-4,-8,-2,0,1,7,-2,-5,-2
COc1ccc(S(=O)(=O)N2CCN(CC(O)CN3CCOCC3)CC2)cc1 (stereo unspecified),-3,-7,5,3,3,-3,-2,1,-5,3
COc1ncnc2c1oc1nc(CC(C)C)c3c(c12)CCCC3,4,9,-2,-3,0,-5,-9,0,6,-2
COc1ccc2nc(C)cc(SCC(=O)N/N=C/c3ccccc3)c2c1,-3,3,-13,1,3,4,-4,-13,10,20
C[C@@]12CCC=C[C@H]1[C@H](c1ccccc1Br)N(Cc1ccccc1)C2=O,0,3,3,3,3,8,-17,-27,4,2
COc1ccc(/C=N/NC(=O)c2c(C)nc3ccc(Br)cn23)cc1OC,0,8,-1,-3,-1,6,-8,-3,-9,1
COc1cccc(C2NC(=O)c3ccccc3O2)c1OC (stereo unspecified),-1,8,6,3,0,5,10,-4,15,0
NC(CCc1ccccc1)c1csc(Nc2nccc(C(F)(F)F)n2)n1 (stereo unspecified),4,6,-4,2,19,12,-1,·,7,-5
COc1ccc(NC(=O)C(c2ccccc2)c2ccccc2)c(OC)c1,-3,6,-1,3,-7,-8,-1,-6,-10,2
C[C@H](NC(=O)c1ccccc1Cl)C(=O)Nc1ccccc1F,-7,-16,-1,3,0,-7,8,1,-9,7
COc1ccc(C(=O)NCS(=O)(=O)c2ccc(C)cc2)cc1,1,11,7,3,-2,0,4,-3,-1,1
Cc1c(OC(=O)CNC(=O)OC(C)(C)C)ccc2c3c(c(=O)oc12)CCC3,-3,7,2,5,-7,1,5,-7,2,-3
O=C(NCCc1ccc(O)c(O)c1)C1COc2ccccc2O1 (stereo unspecified),0,8,5,-2,6,28,1,40*,5,13

# Taken from above, 14 compounds:
SMILES,LEDGF integ inh,TDP2 absorb,SIAE inh,MBD2 inh,rCAG binder,mABHD4 FP,NPR2 activator,HTRA1 inh,TCR-CD3 inh,PRMT1 FP inh
CCOC(=O)c1[nH]c(C)c(C)c1C,0,5,7,6,-3,1,7,7,-7,-1
Cc1cccc(Nc2c3c(nc4ncnn24)CCC3)c1,3,-4,-8,-2,0,1,7,-2,-5,-2
COc1ccc(S(=O)(=O)N2CCN(CC(O)CN3CCOCC3)CC2)cc1 (stereo unspecified),-3,-7,5,3,3,-3,-2,1,-5,3
COc1ncnc2c1oc1nc(CC(C)C)c3c(c12)CCCC3,4,9,-2,-3,0,-5,-9,0,6,-2
COc1ccc2nc(C)cc(SCC(=O)N/N=C/c3ccccc3)c2c1,-3,3,-13,1,3,4,-4,-13,10,20
C[C@@]12CCC=C[C@H]1[C@H](c1ccccc1Br)N(Cc1ccccc1)C2=O,0,3,3,3,3,8,-17,-27,4,2
COc1ccc(/C=N/NC(=O)c2c(C)nc3ccc(Br)cn23)cc1OC,0,8,-1,-3,-1,6,-8,-3,-9,1
COc1cccc(C2NC(=O)c3ccccc3O2)c1OC (stereo unspecified),-1,8,6,3,0,5,10,-4,15,0
NC(CCc1ccccc1)c1csc(Nc2nccc(C(F)(F)F)n2)n1 (stereo unspecified),4,6,-4,2,19,12,-1,·,7,-5
COc1ccc(NC(=O)C(c2ccccc2)c2ccccc2)c(OC)c1,-3,6,-1,3,-7,-8,-1,-6,-10,2
C[C@H](NC(=O)c1ccccc1Cl)C(=O)Nc1ccccc1F,-7,-16,-1,3,0,-7,8,1,-9,7
COc1ccc(C(=O)NCS(=O)(=O)c2ccc(C)cc2)cc1,1,11,7,3,-2,0,4,-3,-1,1
Cc1c(OC(=O)CNC(=O)OC(C)(C)C)ccc2c3c(c(=O)oc12)CCC3,-3,7,2,5,-7,1,5,-7,2,-3
O=C(NCCc1ccc(O)c(O)c1)C1COc2ccccc2O1 (stereo unspecified),0,8,5,-2,6,28,1,40*,5,13
